Source: PubChem
MrgX1 antagonist: blocks BAM8-22 activation of human MrgX1 receptor; Q96LB2; MRGX1-HEK293 calcium flux, Fluo-4, BAM8-22 antagonism; hits give low values; B-score at 10 µM; 310,000 compounds, 1.3% hits; AID 588676;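 active = calcium-response B-score plate-corrected more than 3 library SD below zero, starting fluorescence within 5 deviations, no agonist response on first addition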;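 also: peak minus trough fluorescence over baseline after final BAM8-22 challenge near maximal dose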
Target sequence (Q96LB2 whole entry, looked up): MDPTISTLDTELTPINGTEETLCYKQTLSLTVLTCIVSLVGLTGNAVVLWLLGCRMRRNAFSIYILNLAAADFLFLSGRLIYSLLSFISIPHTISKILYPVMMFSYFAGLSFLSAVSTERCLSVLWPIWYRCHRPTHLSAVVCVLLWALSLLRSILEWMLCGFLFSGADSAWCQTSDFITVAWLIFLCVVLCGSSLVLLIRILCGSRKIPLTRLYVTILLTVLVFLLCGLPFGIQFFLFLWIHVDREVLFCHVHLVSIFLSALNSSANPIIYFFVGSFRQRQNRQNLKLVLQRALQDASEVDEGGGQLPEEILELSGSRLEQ
TRPC6 act: activators of mouse TRPC6 channel; Q61143; HEK293-TRPC6 membrane potential dye fluorescence; hits give high values; B-score at 10 µM; 310,000 compounds, 0.13% hits; AID 2550;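 active = B-score of the integrated fluorescence ratio above library mean plus 3 SD, and starting fluorescence ratio within library mean plus 5 SD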;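 also: higher score means more depolarization so channel activation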
TRPC6 inhibitor: inhibitors of mouse TRPC6 channel; Q61143; HEK293-TRPC6, membrane potential dye, ACh-evoked depolarization; hits give low values; B-score at 10 µM; 310,000 compounds, 1.1% hits; AID 2553;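 active = B-score under library mean minus 3 SD, initial fluorescence not abnormally high, positive integrated signal ratio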;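 also: B-score derived from integrated fluorescence ratio over the kinetic read; more negative B-score means stronger inhibition of depolarization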
KLF5 inh: kruppel-like factor 5 inhibition | DLD-1 KLF5 promoter-luciferase reporter, luminescence | 290,000 compounds, 0.23% hits | AID 1700 | inhibition, % at 5 µM;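 active = inhibition above a per-plate limit of that plate's mean compound inhibition plus 3 SD, cut at about 60% in these data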;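 also: 0% = DMSO wells and 100% = LY294002 at 200 µM; higher means less KLF5 promoter-driven luciferase light; inactives centre near -14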
TRPC4 act: opens the mouse TRPC4 cation channel. HEK293 TRPC4beta/mu-opioid, Fluo4 calcium fluorescence; hits give high values. B-score at 10 µM. 310,000 compounds, 0.49% hits. AID 2237;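 active = B-score above 5 SD of library B-scores, and initial fluorescence ratio not above library mean plus 5 SD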;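 also: positive B-score marks a calcium rise read as TRPC4 activation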
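Assay system – TRPC4beta and mu-opioid receptor HEK293 stable cells · Measured by – Fluo4 fluorescence, kinetic · Schedule – dye loading 45 min room temperature, 110 s kinetic read · Read-out – B-scored integrated calcium fluorescence ratio · Controls – buffer and maximal DAMGO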
TRPC4 inh: blocks the mouse TRPC4 cation channel. Q9QUQ5. HEK293 TRPC4beta/mu-opioid, DAMGO-evoked Fluo4 calcium flux; hits give low values. B-score at 10 µM. 300,000 compounds, 0.39% hits. AID 2247;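 active = B-score over 3 SD under the library average, no early fluorescence shift, positive overall ratio signal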
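test system = HEK293 cells with stable TRPC4beta plus mu-opioid receptor expression | detection = Fluo4 Ca2+ flux fluorescence | read-out = integrated fluorescence ratio relative to baseline, converted to per-well B score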
aSyn 5UTR inh: 5' untranslated region of α-synuclein, MLPCN primary screen; alpha-synuclein 5'UTR reporter, inhibitor activity; inhibition, % (tested at 7.5 µM); 300,000 compounds, 0.82% hits; AID 1813; in the data active = inhibition above about 60%; inconclusive = no clear call, values can overlap the other calls;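 also: H4 neuroglioblastoma cells stably carrying SNCA 5'UTR luciferase fusion; 0% = DMSO wells and 100% = positive control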
TRPC4 PAM: allosterically enhances the mouse TRPC4 cation channel | B-score at 10 µM | Q9QUQ5 | 310,000 compounds, 0.42% hits | HEK293 TRPC4beta/mu-opioid, DAMGO EC20, Fluo-4 Ca2+ flux; hits give high values | AID 2227;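 active = B-score of calcium response area above 5 SD of library B-scores, with initial fluorescence ratio within 5 SD of library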;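 also: B-score of integrated fluorescence ratio over time as area under calcium response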
SKKanGAS inh: inhibitors of SKKanGAS S. pyogenes growth in kanamycin (SK-promoter or general growth effect) | 300,000 compounds, 1.3% hits | BacTiter-Glo, 6 h | AID 1662 | inhibition, % at 7.5 µM;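 active = mean replicate score, as percent of positive control median, at least 50; inconclusive = mean below 50 but one replicate at or above 50; inactive = mean and every replicate below 50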;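 also: strain carries kanamycin resistance gene driven by streptokinase promoter and grows in 40 µg/ml kanamycin; loss of luminescence reflects streptokinase promoter inhibition or plain growth inhibition; 0% = median of DMSO wells and 100% = positive control at its reference dose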
IEC-6 cytotox: kills IEC-6 intestinal cells in KLF5 counter-screen; IEC-6 cytotoxicity, luminescence viability; inhibition, % at 5 µM; 290,000 compounds, 0.78% hits; in the data active = inhibition above about 22%;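 also: 0% = plate median of test compound wells and 100% = cytotoxic reference compound wells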
HIF act: HIF pathway transcriptional activation; U2OS HRE-luciferase reporter, luminescence; normalized: DMSO 0%, desferrioxamine 100%; activation, % at 7.5 µM (by protocol); 300,000 compounds, 0.32% hits;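 active = mean activation of at least 10% of the iron chelator positive control signal, with at least half of replicates also reaching 10%; inconclusive = mean and replicate majority disagree about reaching 10%; inactive = mean and most replicates under 10%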
Numbers without * were called inactive; i = inactive; ? = inconclusive; · = no result given.

SMILES	MrgX1 antagonist	TRPC6 act	TRPC6 inhibitor	KLF5 inh	TRPC4 act	TRPC4 inh	aSyn 5UTR inh	TRPC4 PAM	SKKanGAS inh	IEC-6 cytotox	HIF act
CN(C)S(=O)(=O)c1ccc(NC(=O)CN2CCCCCC2)cc1	i	i	i	-30	i	i	0	i	1	-3	0.1
OCCCC1CCCN(Cc2cn[nH]c2-c2ccc(F)cc2F)C1 (stereo unspecified)	i	i	i	11	i	i	-1	i	5	-4	0.9
Cc1cc(NC(=O)CSc2nc3ccccc3c(=O)n2Cc2ccccc2)no1	i	i	i	-25	i	i	11	i	5	-4	-0.9
COC(=O)c1ccc(C)c(NS(=O)(=O)c2ccc(C)c([N+](=O)[O-])c2)c1	i	i	i	-10	i	i	3	i	2	-1	-1.0
CCOC(=O)c1sc(=S)n(Cc2ccccc2)c1N	i	i	i	1	i	i	7	i	-7	10	0.3
CCSc1nnc(NC(=O)CSc2nnc(CNC(=O)c3ccccc3F)o2)s1	i	i	i	-27	i	i	-8	i	9	-5	-0.3
C/C(=N\NC(=O)c1ccn(C)n1)c1ccc(NC(=O)c2cccc(F)c2)cc1	i	i	i	-102	i	i	-86	i	-5	-3	1.5
CCc1nc2c(n1O)CCc1nonc1-2	i	i	i	-19	i	i	11	i	-2	5	-0.1
CC1CCCC(C)N1/N=C/c1cccc(Br)c1 (stereo unspecified)	i	i	i	-2	i	i	-5	i	6	-3	0.0
COc1cc(C2=NOC(C(=O)Nc3ccc4c(c3)OCO4)C2)cc(OC)c1OC (stereo unspecified)	i	i	i	-29	i	i	-64	i	5	-2	2.6
O=C(O)CCn1c(SCCOc2ccccc2)nc2ccccc21	i	i	i	-3	i	i	-12	i	-4	5	1.1
O=C(O)c1ccc(Cl)c(S(=O)(=O)NCc2ccco2)c1	i	i	i	-14	i	i	15	i	-7	-4	-0.2
CCCn1c(SCC(=O)N2c3ccccc3Sc3ccccc32)nc2ccccc21	i	i	i	6	i	i	-7	i	1	-1	-0.4
Cc1nc(-c2ccc(NC(=O)c3ccco3)cc2)cs1	i	i	i	87*	i	i	?	i	18	1	-2.9
CCOC(=O)c1nc2ccccc2c(C)c1C	i	i	i	3	i	i	-17	i	-5	8	0.6
O=c1c2cnn(-c3ccccc3)c2ncn1Cc1ccccc1F	i	i	i	-29	i	i	-20	i	2	-5	-0.1
COC(=O)c1ccccc1NC(=O)Cn1cc(Br)cn1	i	i	i	-10	i	i	12	i	-4	0	-0.3
COc1ccc2c(c1)OC(c1ccccc1)(C(F)(F)F)NC2=O (stereo unspecified)	i	i	i	-8	i	i	-1	i	-5	3	-0.2
Clc1ncnc2scc(C3COc4ccccc4O3)c12 (stereo unspecified)	i	i	i	-16	i	i	-6	i	23	-2	-0.6
Cc1c(C)c2c(OCC(=O)N3CCC(C(=O)NCC(C)C)CC3)cc3c(c2oc1=O)CCC(C)(C)O3	i	i	i	-26	i	i	16	i	-2	2	-0.1
CCCN(Cc1ccco1)S(=O)(=O)c1ccc(OC)c(OC)c1	i	i	i	-25	i	i	23	i	?	-2	-0.2
COCCCn1nnnc1SCC(=O)N1CCN(C(=O)c2ccco2)CC1	i	i	i	9	i	i	-3	i	3	-2	-1.0
Cc1ccc(NC(=O)c2cc(NC(=O)c3ccccc3C(=O)O)ccc2N2CCCCC2)cc1	i	i	i	-20	i	i	-5	i	5	1	-1.3
CCn1ncc(/C=N\NC(=O)c2csc3ccccc23)c1C	i	i	i	19	i	i	-66	i	-6	14	2.0
COc1ccc(C2CC(c3ccccc3)=NN2C(=O)COC(=O)c2cc(S(=O)(=O)N3CCOCC3)ccc2Cl)cc1 (stereo unspecified)	i	i	i	-16	i	i	8	i	5	-6	-0.2
Nc1ccc2c(c1)CCC2=O	i	i	i	-32	i	i	-21	i	-2	6	1.6
Cc1nc2ccccc2c(=O)n1NC(=O)c1ccc([N+](=O)[O-])cc1Cl	i	i	i	5	i	i	15	i	2	5	0.4
CCC(C)Nc1ncnc2c1cnn2Cc1ccc(Cl)cc1 (stereo unspecified)	i	i	i	-15	i	i	14	i	-3	4	0.1
O=C(NC1CCN(Cc2ccccc2)CC1)c1ccc(Cl)cc1Cl	i	i	i	2	i	i	-15	i	-4	7	0.1
CN(CC(=O)NCc1ccc(F)cc1)S(=O)(=O)c1ccc2c(c1)n(C)c(=O)c(=O)n2C	i	i	i	-26	i	i	1	i	3	4	0.0
CC1CCN(C(=S)c2cn(Cc3ccc(F)cc3)c3ccccc23)CC1	i	i	i	-22	i	i	19	i	16	-4	1.5
COc1ccc2oc(C(=O)N(CC(C)C)C3CCS(=O)(=O)C3)c(C)c2c1 (stereo unspecified)	i	i	i	·	i	i	6	i	-3	·	0.0
COc1cccc(C(=O)N/N=C2\SCC(=O)N2Cc2ccc3c(c2)OCO3)c1	-5.6*	i	i	5	i	i	17	i	-1	-6	-0.4
COc1ccc(CCC(=O)NC2CCCc3ccccc32)cc1OC (stereo unspecified)	i	i	i	0	i	i	-1	i	0	-3	-41
COc1ccc(CCNC(=O)c2ccc(-c3ccc([N+](=O)[O-])cc3Cl)o2)cc1	i	i	i	-8	i	i	-15	i	9	7	·
O=C(NC1CC1)C1=COCCO1	i	i	i	-21	i	i	-14	i	-9	-1	-0.9
Cc1cccc(NC(=S)N(Cc2ccco2)C(C)c2cccs2)c1 (stereo unspecified)	i	i	i	-30	i	i	-4	i	7	-1	-0.3
COc1ccc(-c2csc(NC(=O)CC(C)C)n2)cc1	i	i	i	-121	i	i	-128	i	1	16	3.0
Cc1onc(-c2ccccc2Cl)c1C(=O)NCc1cccs1	i	i	i	-18	i	i	12	i	-5	5	-0.1
CCCCCNC1=CC(=O)CC(c2ccccc2)C1 (stereo unspecified)	i	i	i	-38	i	i	-12	i	-3	3	-0.1
COc1ccccc1C(=O)NCC(=O)OCc1ccc(Br)cc1	i	i	i	-21	i	i	6	i	-1	2	-0.3
C/C(=N\NC(=O)c1nnn(-c2nonc2N)c1-c1cccs1)c1ccc(C)cc1	i	i	i	-23	i	i	-5	i	1	-7	-0.8
COCC(=O)NCc1ccc2c(c1)cc(C)n2C	i	i	i	-17	i	i	2	i	0	-5	-0.1
COc1ccccc1OCc1ccc(C(=O)NN)o1	i	i	i	-5	i	i	-16	i	5	-4	0.1
CCCNc1nc(Cl)nc(NCc2cccnc2)n1	i	i	i	-4	i	i	17	i	2	0	-0.2
COc1ccc(N2CCN(C(c3cccc(OC)c3OC)c3nnnn3C3CCCC3)CC2)cc1 (stereo unspecified)	i	·	·	26	·	·	9	·	-14	-3	0.2
COc1ccc(C(=O)Nc2ccc3nc(N4CCCCC4)cc(C)c3c2)cc1OC	i	i	i	-9	i	i	9	i	-4	3	0.0
Cc1ccc(S(=O)(=O)N(C)CC(=O)OCC(=O)NC(c2ccccc2)c2ccccc2)cc1	i	i	i	-22	i	i	19	i	-9	-8	-0.1
O=C(CSc1nnc(-c2n[nH]c3ccccc23)n1-c1ccccc1)Nc1cccc(Cl)c1	i	i	i	-24	i	i	38	i	18	-2	-0.7
Cc1cccc(C(=O)NC2CC3CCCC(C2)N3S(=O)(=O)c2ccccc2)c1 (stereo unspecified)	i	i	i	-9	i	i	-8	i	-14	4	0.0
O=[N+]([O-])c1nn(-c2ccc3c(c2)OCCO3)n(O)c1=NC1CCCC1	i	i	i	-49	i	i	-108	i	11	0	1.1
c1ccc2c(c1)OCCOCCOCCOCCOCCOc1ccccc1OCCOCCOCCO2	i	i	i	-27	i	i	15	i	-1	-5	-1.3
CCCCCC(O)(c1ccccc1)C(CN1CCOCC1)c1ccccc1 (stereo unspecified)	i	i	i	-13	i	i	-5	i	-2	-4	1.3
Cc1ccc(/C=C/C(=O)c2c(C)cc(C)[nH]c2=O)cc1	i	i	i	-5	i	i	-44	i	-2	2	-0.2
COc1cccc(C2c3[nH]c4ccccc4c3CCN2Cc2cnn(C)c2)c1 (stereo unspecified)	i	i	i	-2	i	i	2	i	4	2	-0.7
O=C(COC(=O)c1ccccc1Br)Nc1ccc(F)cc1	i	i	i	-12	i	i	-24	i	-3	2	2.1
Cc1ccccc1-c1nnc(-c2ccccc2C)o1	i	i	i	-2	i	i	-145	i	11	7	1.6
CCc1cccc(NC(=O)COc2ccccc2)c1	i	i	i	-43	i	i	-92	i	2	-1	0.9
CN=C1S/C(=C\c2cccn2-c2cccc(Br)c2)C(=O)N1C	i	i	i	-5	i	i	33	i	9	-3	-0.1
O=C(O)c1ccc(S(=O)(=O)N2CCC(c3nc(-c4ccccc4Cl)no3)CC2)cc1	i	i	i	-4	i	·	-2	i	13	-4	-0.5
(listing goes on)
SMILES	MrgX1 antagonist	TRPC6 act	TRPC6 inhibitor	KLF5 inh	TRPC4 act	TRPC4 inh	aSyn 5UTR inh	TRPC4 PAM	SKKanGAS inh	IEC-6 cytotox	HIF act
Cc1ccccc1OCC(=O)Nc1ccc2oc(=O)ccc2c1	i	i	i	-10	i	i	-55	i	-3	1	0.5
CCOc1cc(/C=C2\SC(=N)N(c3nccs3)C2=O)ccc1OCCN1CCOCC1	i	i	i	16	i	i	36	i	80*	13	-0.2
COc1ccc(NC(=O)Cn2nc([N+](=O)[O-])c(Cl)c2C)cc1OC	i	i	i	-6	i	i	8	i	-5	-12	0.4
Cc1nc2c(=O)n(-c3ccc(F)cc3F)nc(C)c2s1	i	i	i	-17	i	i	-9	i	-4	2	-0.5
C=CCn1c(SCC(=O)NCc2ccc3c(c2)OCO3)nc2scc(-c3ccc(F)cc3)c2c1=O	i	i	i	-5	i	i	-18	i	6	0	0.7
Cc1ccc(N(CC(=O)NC(C)C)C(=O)CCC(=O)Nc2ccccn2)cc1	i	i	i	-27	i	i	10	i	-12	6	1.1
O=S(=O)(Nc1ccncc1)c1ccc(Cl)cc1	i	i	i	-18	i	i	23	i	-3	3	0.2
COc1ccc(-c2cc(N)n(S(=O)(=O)c3ccc(C)cc3)n2)c(OC)c1	i	i	i	-6	i	i	10	i	1	3	0.0
CC(C)C(=O)N(c1ccc(F)cc1)C1C=CS(=O)(=O)C1 (stereo unspecified)	i	i	i	-12	i	i	-8	i	-4	-4	-0.1

Copied from the results shown, two compounds:
SMILES	MrgX1 antagonist	TRPC6 act	TRPC6 inhibitor	KLF5 inh	TRPC4 act	TRPC4 inh	aSyn 5UTR inh	TRPC4 PAM	SKKanGAS inh	IEC-6 cytotox	HIF act
O=S(=O)(Nc1ccncc1)c1ccc(Cl)cc1	i	i	i	-18	i	i	23	i	-3	3	0.2
COc1ccc(-c2cc(N)n(S(=O)(=O)c3ccc(C)cc3)n2)c(OC)c1	i	i	i	-6	i	i	10	i	1	3	0.0
